Screens deposited in PubChem by several laboratories.
Rab7 wt modul – modulators of GTP binding to Rab7, primary screen, biochemical, wildtype, multiplex bead flow cytometry | GST-Rab7 beads, fluorescent GTP binding; actives lie on both sides; untreated = 100%, excess cold GTP = 0% | 190,000 compounds, 0.055% hits | GTP binding activity (percent of control), % at 10 µM;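 active means fluorescent GTP binding to Rab7 beads changed by at least 20 points from the 100% baseline, either direction, mostly lower; inconclusive means compound itself probably fluorescent, or too few beads counted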;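 further: median green fluorescence of bound Bodipy-FL-GTP per Rab7 bead population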
Mcl1-Noxa inh – Mcl-1/Noxa binding inhibitors, primary screen, biochemical, TR-FRET, 1536-well. Induced myeloid leukemia cell differentiation protein Mcl-1 (Homo sapiens), Q07820. TR-FRET Mcl-1/Noxa peptide binding, 2 h. inhibition, % at 21.7 µM. 220,000 compounds, 1.5% hits. AID 1022, 2008;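 active means compounds that cut the protein-peptide binding signal by more than 50% relative to plate controls in a single-dose test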;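 further: His-tagged Mcl-1 with rhodamine Noxa BH3 peptide and terbium anti-His antibody; 0% = Mcl-1 plus Noxa peptide wells and 100% = peptide-only wells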
Avidin fluor – green autofluorescence of compounds with avidin beads – biophysical, 488/530 nm, flow cytometry, artefact control, profiling panel; fluorescence (KMESF) at 10 µM; 220,000 compounds, 0.38% hits; compound fluorescence 488/530 nm; hits give high values; in the data active means fluorescence above about 47; further: inactives centre near 10
Cdc42 wt GTP – modulators of GTP binding to wildtype Cdc42, primary screen, biochemical, multiplex bead flow cytometry, Bodipy-GTP; Cell division control protein 42 homolog (Homo sapiens), P60953; GST-Cdc42 beads; actives lie on both sides; percent activity (GTP binding), % at 10 µM; 190,000 compounds, 0.2% hits; AID 761, 2007;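 active means percent activity GTP binding at least 20 points away from the 100% baseline, either down as inhibitor or up as activator; inconclusive means compound flagged as likely green fluorescent from well-wide comparison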;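 further: median bead fluorescence of bound Bodipy-FL-GTP at 100 nM; 0% = excess unlabeled GTP control and 100% = no compound control; below 100% means less GTP binding so inhibitor and above means activator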
Pf gamet viab – late stage P. falciparum gametocyte viability inhibitors, primary screen, ATP luminescence, HTS; P. falciparum stage V gametocytes, 24 h; inhibition, % at 10.9 µM; 150,000 compounds, 0.065% hits;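 active means inhibition above the mean plus 3 SD of compounds within the control limits, set per campaign, cut at about 38% in these data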;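 further: 0% = DMSO wells and 100% = medium only without gametocytes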
HRas wt GTP bind – modulators of GTP binding to HRas wildtype, primary screen, biochemical, bead-based flow cytometry, multiplex. GTP binding activity, % at 10 µM. AID 759, 2007. 190,000 compounds, 0.14% hits. GST-Ras wt beads, Bodipy-FL-GTP binding; actives lie on both sides;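 active means GTP binding activity at least 20% away from the 100% baseline, either lowered as inhibitor or raised as activator; inconclusive means flagged as likely green fluorescent, judged across all proteins in the well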;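 further: 0% = unlabeled GTP competition control and 100% = no-compound control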
Rac1 mut GTP – GTP binding modulators of activated mutant Rac1, primary screen, biochemical, bead-based flow cytometry, multiplex, fluorescent GTP | percent activity (GTP binding), % at 10 µM | GST-Rac1 activated beads; actives lie on both sides; 100% means binding = to untreated wells | Ras-related C3 botulinum toxin substrate 1 (Homo sapiens), P63000 | 190,000 compounds, 0.11% hits;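 active means GTP binding at least 20 percentage points away from the 100% baseline, in either direction, so actives lie on both sides; inconclusive means Compound likely fluorescent itself, or too few beads counted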
ABCB1 block – ABCB1 efflux pump inhibitors, primary screen, cell-based, multiplex, flow cytometry, ABCG2 counter-screen | ATP-dependent translocase ABCB1 (Homo sapiens), P08183 | CCRF-Adr cells, JC-1 efflux | inhibition, % at 6.6 µM | 190,000 compounds, 0.067% hits | AID 1326, 2008; in the data active means inhibition above about 40%;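 further: 0% = vehicle and 100% = reference inhibitor; higher value means more JC-1 retained so stronger ABCB1 efflux block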
Target sequence (P08183 whole entry, looked up): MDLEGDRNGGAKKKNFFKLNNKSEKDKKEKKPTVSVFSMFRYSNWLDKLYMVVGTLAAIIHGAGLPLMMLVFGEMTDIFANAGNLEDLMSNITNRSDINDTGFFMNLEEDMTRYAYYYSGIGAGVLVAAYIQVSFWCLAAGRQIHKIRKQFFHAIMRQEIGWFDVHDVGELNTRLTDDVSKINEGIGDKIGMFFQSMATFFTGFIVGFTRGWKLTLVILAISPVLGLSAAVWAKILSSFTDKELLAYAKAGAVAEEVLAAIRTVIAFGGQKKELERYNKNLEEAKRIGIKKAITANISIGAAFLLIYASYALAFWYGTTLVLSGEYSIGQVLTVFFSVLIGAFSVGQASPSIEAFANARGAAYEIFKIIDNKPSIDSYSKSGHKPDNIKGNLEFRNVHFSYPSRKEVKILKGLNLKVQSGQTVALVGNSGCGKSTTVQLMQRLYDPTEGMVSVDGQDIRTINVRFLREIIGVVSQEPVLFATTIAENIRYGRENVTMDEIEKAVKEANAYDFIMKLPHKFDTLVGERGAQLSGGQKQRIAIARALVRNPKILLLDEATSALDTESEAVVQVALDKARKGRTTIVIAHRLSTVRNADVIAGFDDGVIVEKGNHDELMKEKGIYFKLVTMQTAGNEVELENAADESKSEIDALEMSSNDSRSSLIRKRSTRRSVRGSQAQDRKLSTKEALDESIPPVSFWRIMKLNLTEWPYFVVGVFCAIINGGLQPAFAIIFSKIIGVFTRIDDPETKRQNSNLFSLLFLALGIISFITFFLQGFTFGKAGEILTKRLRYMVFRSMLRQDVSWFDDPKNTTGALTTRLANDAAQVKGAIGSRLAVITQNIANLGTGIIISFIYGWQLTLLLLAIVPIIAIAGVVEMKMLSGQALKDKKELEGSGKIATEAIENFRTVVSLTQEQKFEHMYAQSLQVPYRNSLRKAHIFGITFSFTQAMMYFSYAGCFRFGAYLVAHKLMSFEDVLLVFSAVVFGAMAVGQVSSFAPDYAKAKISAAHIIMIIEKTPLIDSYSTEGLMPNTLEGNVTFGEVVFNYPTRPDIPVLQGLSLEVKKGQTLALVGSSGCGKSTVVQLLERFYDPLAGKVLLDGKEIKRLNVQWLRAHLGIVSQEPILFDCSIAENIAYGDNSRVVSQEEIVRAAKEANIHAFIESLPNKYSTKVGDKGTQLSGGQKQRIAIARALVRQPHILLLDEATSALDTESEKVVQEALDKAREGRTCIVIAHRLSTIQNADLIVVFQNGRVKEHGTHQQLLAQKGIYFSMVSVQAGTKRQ
Rac1 wt modul – wildtype Rac1 GTP binding modulators, primary screen, biochemical, GST-Rac1 beads, flow cytometry, multiplex; Ras-related C3 botulinum toxin substrate 1 (Homo sapiens), P63000; fluorescent GTP binding; actives lie on both sides; 0 = cold GTP competed, 100 = untreated; GTP binding activity (% of control), % at 10 µM; 190,000 compounds, 0.27% hits; AID 757, 2007;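 active means GTP binding activity at least 20 points away from the 100% control level, either lower or higher; inconclusive means compound flagged as likely green fluorescent, judged across all proteins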
Rab2A wt mod – modulators of GTP binding to Rab2A wildtype, primary screen, biochemical, dog, bead-based flow cytometry, multiplex; Ras-related protein Rab-2A (Canis lupus familiaris), P61105; GST-Rab2 wt beads, Bodipy-GTP binding; GTP binding activity, % at 10 µM; 190,000 compounds, 0.19% hits;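 active means GTP binding activity at least 20 points away from 100%, either lowered or raised; inconclusive means signal likely due to the compound's own green fluorescence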;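 further: 0% = beads with excess unlabeled GTP and 100% = no-compound control corrected for plate trend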
ABCG2 block – ABCG2 efflux pump inhibitors, primary screen, multiplex with ABCB1, IgMXP3 cells, flow cytometry; AID 1325, 2008; 190,000 compounds, 0.1% hits; Broad substrate specificity ATP-binding cassette transporter ABCG2 (Homo sapiens), Q9UNQ0; JC-1 efflux; inhibition, % at 6.6 µM;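 active means inhibition above 80%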;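 further: 0% = DMSO and 100% = nicardipine control wells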
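test system = two drug-resistant human cell lines, ABCG2 and ABCB1 | amount = 3 million cells/mL final, two lines in 1:1 ratio | reagent = JC-1 transporter substrate | doses = one concentration, 6.6 µM final | incubation = 10 min at 25 °C | signal = flow cytometric JC-1 green MFI at 530 nm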
Active calls of the source: *; ? = inconclusive; / = not tested or not shown.

SMILES	Rab7 wt modul	Mcl1-Noxa inh	Avidin fluor	Cdc42 wt GTP	Pf gamet viab	HRas wt GTP bind	Rac1 mut GTP	ABCB1 block	Rac1 wt modul	Rab2A wt mod	ABCG2 block
CCCc1nnc(SCC(=O)N2CCOCC2)n1Cc1ccco1	96	7	16	104	-3	100	101	0.3	103	100	-1
C=CCn1c(SCC(=O)Nc2ccc3c(c2)OCO3)nnc1-c1ccccc1OC	96	-3	7	103	-17	104	101	1.4	102	103	6
COC(=O)c1ccc(C(NC(=O)OCc2ccccc2)/C(C)=C/[C@@H](C)C(=O)NCc2ccc(OC)c(OC)c2)cc1 (stereo partly specified)	97	3	10	97	/	98	96	9.2	102	97	17
Cc1nn(-c2ccccc2)c(N2CCCC2)c1/C=N/NC(=O)c1cc(-c2cccnc2)nc2ccccc12	96	6	12	94	4	97	98	6.5	100	95	18
NC(=O)c1ccc(NC(=O)Cc2csc(-c3ccccc3)n2)cc1	102	10	21	95	5	97	96	0.4	97	99	4
CCOc1cc(N2CCOCC2)c(OCC)cc1NC(=O)COC(=O)c1cc2ccccc2cc1O	102	34	12	105	3	99	100	13	108	102	57
COc1cc(C2=NOC(C(=O)NCc3ccccn3)C2)cc(OC)c1OC (stereo unspecified)	97	12	27	99	/	98	98	0.1	99	96	0
CN(Cc1ccccc1)C(=O)c1[nH]cnc1C(=O)N[C@@H](Cc1ccccc1)C(=O)OCc1ccccc1	95	-87	6	92	/	92	90	0.7	93	91	2
Cc1cccc(NC(=O)c2ccc(S(=O)(=O)N3CCOCC3)cc2)n1	93	8	9	102	-8	100	98	0.4	102	101	1
COC(=O)CSc1nnc(CNS(=O)(=O)c2ccc(Br)cc2)n1C	108	13	10	99	-26	105	96	0.6	106	101	3
CCOC(=O)c1cnc(SCCN2CCOCC2)nc1N	102	7	10	94	9	97	95	-0.4	97	100	2
COc1ccc(CNC(=O)c2ccc(C(C)C)cc2)cc1	100	2	10	97	3	98	92	0.7	95	98	4
COc1ccc(NC(=O)CSc2nnc(Cn3cnc4ccccc43)n2C)cc1	98	2	8	100	/	101	100	0.0	102	99	0
CCOC(=O)C1=C(O)C(=O)N(c2ccc(S(N)(=O)=O)cc2)C1c1ccc(OC)cc1 (stereo unspecified)	104	7	13	104	/	104	99	-5.7	102	103	-6
COc1cc(C(=O)N/N=C/c2cc([N+](=O)[O-])cs2)cc(OC)c1OC	98	28	2	101	-14	101	101	/	101	100	15
Cc1cccc(N(C)C(=O)CCS(=O)(=O)c2cccc3nonc23)c1	98	10	10	100	/	98	98	0.4	100	99	1
C1CSC2(N1)C1CC3CC2CC(C1)C31NCCS1 (stereo unspecified)	99	19	11	101	/	102	99	0.6	102	98	4
Cc1[nH]c(=O)[nH]c(=O)c1S(=O)(=O)NCC12CC3CC(CC(C3)C1)C2	94	10	10	97	-18	95	94	0.8	94	95	2
COc1cccc(-c2cc(C(=O)N3CCCCC3C)no2)c1 (stereo unspecified)	97	-5	11	104	/	103	100	0.8	104	101	10
COC(=O)c1cc2c(ccn2-c2ccc(F)cc2)n1CC(=O)OC(C)C	?	2	9	?	7	?	?	0.6	?	?	3
NS(=O)(=O)c1ccc(NC(=S)NC(=O)c2ccc(-c3ccccc3)cc2)cc1	100	-113	3	99	2	98	97	-0.3	102	97	-1
COc1cccc(CNCc2ccc(SC)cc2)c1OC	103	4	6	108	-19	104	100	0.2	109	103	0
Cc1sc2c(c1C)c(=O)n(-c1ccc(Cl)cc1)c(=O)n2Cc1cc(=O)n2ccccc2n1	103	-10	1	101	12	100	99	4.8	105	101	4
O=C(c1cnsn1)N1CCC(CO)(Cc2cccc(F)c2)CC1	105	-21	5	95	-21	97	94	0.9	99	99	3
O=C(Nc1ccc2c(c1)CCC2)c1ccccc1F	97	8	13	105	-11	100	100	0.0	103	100	-5
CC1CN=C2C(C(=O)Nc3ccccc3)=C(O)CC(c3ccccc3)N21 (stereo unspecified)	100	0	12	98	/	100	98	5.6	101	99	14
Cc1c(Nc2nc(-c3cccc([N+](=O)[O-])c3)cs2)c(=O)n(-c2ccccc2)n1C	98	0	7	97	-9	96	96	2.2	97	95	6
Fc1ccccc1C(c1nnnn1Cc1ccc2c(c1)OCO2)N1CCN(Cc2ccco2)CC1 (stereo unspecified)	104	20	9	106	/	103	103	1.1	111	104	4
COc1ccc(N(CC(=O)N2CCc3ccccc32)S(=O)(=O)c2c(C)n[nH]c2C)cc1	98	6	10	102	26	102	102	1.5	104	103	49
CCc1ccc(-c2cc(C(=O)Nn3cnnc3)c3ccccc3n2)cc1	103	20	17	102	39*	103	96	-0.1	99	102	-1
CCOc1ccccc1Nc1ncccc1C(=O)N1CCCC1	93	1	22	95	/	95	93	0.3	92	95	1
Cc1c(NC(=O)C2(c3ccccc3)CCOCC2)c(=O)n(-c2ccccc2)n1C	100	5	6	100	/	100	97	0.4	101	99	1
O=C(CSc1nnc(-c2cccc(S(=O)(=O)N3CCCCC3)c2)o1)c1ccc[nH]1	97	24	1	94	10	95	94	-0.2	96	97	0
CCOc1cc(CNc2ccc(OC)cc2)cc(Br)c1OCC(=O)NC(C)(C)C	103	11	18	97	/	101	97	1.0	101	101	7
Cc1ccc2nc(Nc3ccccc3O)nc(-c3ccccc3)c2c1	98	-1	5	100	-16	98	100	0.2	102	99	2
COc1ccccc1/C=N/NC(=O)c1ccccc1Cl	104	0	8	91	-5	94	90	-0.4	93	96	1
C=CCNCCOc1ccccc1-c1ccccc1	103	30	6	102	-20	102	101	/	101	102	/
O=C(O)CSc1nnc(CNc2cccc(C(F)(F)F)c2)n1Cc1ccco1	95	17	4	99	/	97	98	0.5	102	99	2
Nc1ccccc1NC(=O)c1ccccc1N	100	-17	34	101	/	100	98	0.4	98	98	1
CSc1cccc(NC(=O)C(C)C)c1	95	6	8	96	4	97	98	0.0	98	98	2
Cn1c(N)c(C(=O)COC(=O)CN2C(=O)c3ccccc3C2=O)c(=O)n(C)c1=O	101	18	10	100	-10	99	95	0.2	99	95	16
CCOC(=O)C1=C(O)C(=O)N(Cc2cccnc2)C1c1ccc(OC)cc1 (stereo unspecified)	96	14	8	94	12	94	94	2.9	95	96	4
CC(C)CN(C(=O)CN1CCOCC1)c1c(N)n(CC(C)C)c(=O)[nH]c1=O	98	11	19	102	-2	96	98	-0.2	100	99	19
CCOc1ccc(N=C2NC(=O)S/C2=C\c2ccc(N(C)C)cc2)cc1	102	14	11	101	21	101	96	0.3	97	100	1
Cc1ccc(C)c(OCC(=O)Nc2cc(C(=O)O)cc(C(=O)O)c2)c1	98	10	6	97	-20	97	98	1.0	99	99	1

6 entries drawn at random from those above, as already listed:
SMILES	Rab7 wt modul	Mcl1-Noxa inh	Avidin fluor	Cdc42 wt GTP	Pf gamet viab	HRas wt GTP bind	Rac1 mut GTP	ABCB1 block	Rac1 wt modul	Rab2A wt mod	ABCG2 block
O=C(CSc1nnc(-c2cccc(S(=O)(=O)N3CCCCC3)c2)o1)c1ccc[nH]1	97	24	1	94	10	95	94	-0.2	96	97	0
CCOc1cc(CNc2ccc(OC)cc2)cc(Br)c1OCC(=O)NC(C)(C)C	103	11	18	97	/	101	97	1.0	101	101	7
CCOc1ccc(N=C2NC(=O)S/C2=C\c2ccc(N(C)C)cc2)cc1	102	14	11	101	21	101	96	0.3	97	100	1
CC(C)CN(C(=O)CN1CCOCC1)c1c(N)n(CC(C)C)c(=O)[nH]c1=O	98	11	19	102	-2	96	98	-0.2	100	99	19
CSc1cccc(NC(=O)C(C)C)c1	95	6	8	96	4	97	98	0.0	98	98	2
Nc1ccccc1NC(=O)c1ccccc1N	100	-17	34	101	/	100	98	0.4	98	98	1

Back to the main list, repeating the 2 entries before the break.
SMILES	Rab7 wt modul	Mcl1-Noxa inh	Avidin fluor	Cdc42 wt GTP	Pf gamet viab	HRas wt GTP bind	Rac1 mut GTP	ABCB1 block	Rac1 wt modul	Rab2A wt mod	ABCG2 block
CCOc1ccc(N=C2NC(=O)S/C2=C\c2ccc(N(C)C)cc2)cc1	102	14	11	101	21	101	96	0.3	97	100	1
Cc1ccc(C)c(OCC(=O)Nc2cc(C(=O)O)cc(C(=O)O)c2)c1	98	10	6	97	-20	97	98	1.0	99	99	1
c1ccc(-c2noc(-c3cccc4ccccc34)n2)nc1	?	1	29	?	-25	?	?	0.6	?	?	5
O=C(Nc1ccccn1)NC12CC3CC(CC(C3)C1)C2	103	21	37	104	25	104	101	0.6	106	103	4
CCOC(=O)c1c(C)nc2c(c1-c1cc(OC)c(OC)c(OC)c1)C(=O)c1ccccc1-2	95	-2	11	98	5	98	101	1.1	99	96	3
Cn1c(=O)c2c(SCc3cccc(C(F)(F)F)c3)nc(-c3ccco3)nc2n(C)c1=O	97	-17	31	101	/	98	96	8.9	104	98	62
Cc1nn(-c2ncc(C(F)(F)F)cc2Cl)c(=O)n1-c1ccccc1Cl	98	-1	10	99	/	100	98	0.1	97	99	3
COc1ccc(Cc2nnc(Nc3ccc(C)cc3C)[nH]c2=O)cc1	100	22	10	96	/	98	98	0.2	96	100	1
O=C(N/N=C1\CCSc2ccc(F)cc21)c1cccnc1	100	-8	4	91	1	96	94	-0.3	93	96	3
